V-ATPase pHluor – yeast V-ATPase proton transport regulation by pHLuorin. response, % at 10 µM. hit rate 0.37% among 350,000. S. cerevisiae, pHLuorin cytosolic pH fluorescence. AID 504577; in the data active means response mostly above about 7.3%, no sharp cut-off; inactive means mostly below about 5.4%; further: actives read high; inactives centre near 0; some compounds called inactive have numbers as strong as hits; reference of the scale not given here
MITF act – increases MITF-driven TRPM1 promoter luciferase signal. hit rate 0.75% among 300,000. activation, % at 12.5 µM. SK-MEL-5 TRPM1-promoter luciferase, 24 h; % of positive control, neutral wells = 0. AID 588334;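 active means mean activation of at least 80% with every replicate also reaching 80%; inconclusive means mean reaches 80% but some replicate falls short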;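 further: 0% = neutral control wells and 100% = parthenolide positive control wells; values of inactives mirror those of a sister screen read the other way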
Tat export inh – blocks Tat-dependent protein export in E. coli; AID 488895; E. coli MC4100 TorA-mCherry Tat export, fluorescence; inhibition, % at 10 µM; hit rate 0.036% among 340,000;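 active means mean replicate inhibition at least 50% and at least half of replicates individually reaching 50%; inconclusive means only one of the two criteria met; inactive means neither criterion met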;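 further: exported cargo escapes ClpAP degradation while cytoplasmic cargo is degraded and loses fluorescence; 0% = median of neutral control wells and 100% = median of NaSCN control wells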
Wnt act – Wnt/beta-catenin pathway activation. Wnt/beta-catenin reporter cell assay, activator, plate reader. activation, % at 9.35 µM. hit rate 1.2% among 300,000; in the data active means activation above about 30%, passing the limit was not always enough; inconclusive means no clear call, values can overlap the other calls;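 further: 0% = neutral control wells and 100% = positive control wells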
CAL PDZ FP-1 – CAL PDZ (human) peptide binding inhibition. Q9HD26. purified CAL PDZ, TMR-peptide fluorescence polarization, 1 h. inhibition, % at 24.9 µM. hit rate 0.92% among 300,000. AID 602252;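 active means mean inhibition of at least 30% with at least half of replicates also reaching 30%; inconclusive means no clear call, values can overlap the other calls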;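 further: 0% = DMSO neutral control and 100% = excess unlabeled competitor peptide PRC23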
CDK5 p35 inh – inhibitors of human CDK5/p35 kinase | Q00535+Q15078 | AID 488839 | inhibition, % at 10 µM | hit rate 0.01% among 330,000 | Recombinant CDK5/p35, ADP-Glo luminescence, 60 min;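 active means highest replicate inhibition of at least 50% and at least 75% of replicates reaching 50%; inconclusive means only one of the two criteria met; inactive means both criteria failed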;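 further: plate controls were DMSO neutral control for no effect and GW8510 at 10 µM for full effect; many of its hits are not listed in these tables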
Target sequence (Q00535 whole entry, looked up): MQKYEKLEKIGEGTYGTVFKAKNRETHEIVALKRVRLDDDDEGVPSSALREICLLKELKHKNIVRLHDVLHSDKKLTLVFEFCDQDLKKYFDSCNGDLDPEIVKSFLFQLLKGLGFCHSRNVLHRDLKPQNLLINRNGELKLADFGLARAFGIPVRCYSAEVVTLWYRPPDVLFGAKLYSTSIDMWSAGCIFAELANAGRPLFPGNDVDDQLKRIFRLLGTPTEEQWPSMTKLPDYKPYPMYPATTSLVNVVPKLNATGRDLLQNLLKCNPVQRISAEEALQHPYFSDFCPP
Target sequence (Q15078 whole entry, looked up): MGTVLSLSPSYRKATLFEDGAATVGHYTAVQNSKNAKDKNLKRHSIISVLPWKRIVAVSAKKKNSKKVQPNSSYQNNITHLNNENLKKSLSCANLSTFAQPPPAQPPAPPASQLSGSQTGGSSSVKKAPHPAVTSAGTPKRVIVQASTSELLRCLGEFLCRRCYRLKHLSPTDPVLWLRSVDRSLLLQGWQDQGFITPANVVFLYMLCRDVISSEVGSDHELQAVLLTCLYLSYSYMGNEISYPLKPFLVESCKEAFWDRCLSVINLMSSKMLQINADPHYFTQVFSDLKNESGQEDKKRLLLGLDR
RTF Ca sens act – increases calcium sensitivity of human cardiac regulated thin filaments; IANBD-labeled TnC RTF fluorescence at EC20 calcium; 0% EC20 calcium, 100% full calcium; activation, % at 7.2 µM; AID 493008; hit rate 0.24% among 340,000;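 active means activation above the mean over all tested compounds plus 3 SD, cut at about 30% in these data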;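 further: rise in fluorescence read as greater calcium sensitivity of cardiac thin filaments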
Rtt109 HAT inh – inhibitors of Candida albicans Rtt109/Vps75 histone acetyltransferase | inhibition, % at 34.9 µM | hit rate 0.16% among 330,000 | AID 540336 | purified Rtt109/Vps75, ThioGlo CoA-SH fluorescence, 4 h;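 active means inhibition of at least 50% in every replicate; inconclusive means best replicate reaches 50% inhibition but some replicates fall short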
dFosB act – enhances mouse delta FosB homodimer DNA binding. P13346. purified delta FosB, TAMRA-CDK5 oligo fluorescence polarization; percent of positive-control signal above neutral wells. activation, % at 25 µM. hit rate 0.99% among 340,000;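 active means mean activation above about 17%, with every replicate also reaching it, limit read from the data, passing the limit was not always enough; inconclusive means only one of the two conditions met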;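 further: fluorescence polarization rise as delta FosB binds a TAMRA Cdk5 AP-1 oligo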
Target sequence (P13346 whole entry, looked up): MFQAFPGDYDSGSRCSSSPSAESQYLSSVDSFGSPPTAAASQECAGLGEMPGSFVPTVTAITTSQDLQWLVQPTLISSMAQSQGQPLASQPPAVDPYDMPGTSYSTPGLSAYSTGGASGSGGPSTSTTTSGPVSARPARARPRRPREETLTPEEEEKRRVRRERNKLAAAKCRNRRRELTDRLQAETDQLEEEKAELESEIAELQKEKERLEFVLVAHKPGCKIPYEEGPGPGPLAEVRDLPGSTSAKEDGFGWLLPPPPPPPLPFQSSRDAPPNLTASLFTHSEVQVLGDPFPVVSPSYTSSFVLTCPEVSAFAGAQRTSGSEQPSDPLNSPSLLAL
CAL PDZ FP-2 – human CAL PDZ-peptide interaction inhibition; Q9HD26; AID 504414; inhibition, % at 20 µM; purified CAL PDZ, TMR-peptide fluorescence polarization, 1 h; hit rate 0.02% among 330,000;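 active means highest replicate inhibition of at least 40%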;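 further: plate controls were DMSO neutral control wells for no effect and unlabeled competitor peptide control wells for full effect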
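material = purified tagged CAL PDZ domain construct (CerCALP) | compound dosing = 20 µM, one dose | times = 1 h at RT | measured by = fluorescence polarization from S- and P-plane intensities, G-factor corrected | read-out = inhibition from polarization loss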
Numbers without * were called inactive; u = inconclusive; x = no result given.

SMILES	V-ATPase pHluor	MITF act	Tat export inh	Wnt act	CAL PDZ FP-1	CDK5 p35 inh	RTF Ca sens act	Rtt109 HAT inh	dFosB act	CAL PDZ FP-2
Fc1ccccc1Cc1nnc2n1N=C(c1ccc(Cl)cc1)CS2	-6	-6	-5	x	-5	-0.3	-5	5	-1	0.1
COCCCOc1cc(NCc2ccccc2)c2ncn(C(C)C)c2c1	-2	-10	6	-6	2	0.8	-3	2	-1	-0.1
Cc1ccc(Cl)c(OCC(=O)Nc2ccc3c(c2)OCCO3)c1	5	131*	-5	x	3	1.9	-1	2	-6	x
Cc1c(C)n(Cc2ccccc2)c2ncnc(NN)c12	-4	x	-5	-1	-1	0.7	1	15	-8	0.1
CC(C)(C)c1ccc(OCCOCCn2cnc3ccccc3c2=O)cc1	0	13	3	18	x	-1.4	2	-3	-9	-0.5
CCOC(=O)CSc1nnc(-c2ccccc2OC)o1	5	6	3	-1	-1	-1.8	-1	-2	-4	0.0
Cc1ccc(Cn2ncc(Cl)c(Cl)c2=O)cc1	7	-65	-1	x	-1	-0.5	3	0	-11	-2.0
CCn1c(SCC(=O)NCC2CCCO2)nc2c(c1=O)SC(C)C2 (stereo unspecified)	-2	-12	-5	-1	x	0.0	-2	-7	-5	0.3
CC(C)CN(C(=O)COC(=O)c1nc(Cl)ccc1Cl)C1CCS(=O)(=O)C1 (stereo unspecified)	2	8	3	5	-7	0.5	5	x	-8	0.2
CCN(CC)S(=O)(=O)c1ccc(Cl)c(NC(=O)COC(=O)c2nc3nc(C)cc(C)n3n2)c1	0	-2	4	0	17	-0.2	1	1	-13	-0.7
COc1ccc(C(=O)c2c(C)oc3ccc(O)cc23)c(OC)c1	1	-8	-7	2	-3	-1.0	3	5	-1	-1.6
c1ccc(CCN2CN=C(Nc3nc4ccccc4o3)NC2)cc1	0	36	8	x	0	0.8	-1	-1	7	x
CC(=O)Nc1ccc(S(=O)(=O)NCCc2c[nH]c3ccc(C)cc23)cc1	10	2	-5	-3	31*	0.6	-8	-2	-13	-1.6
CC(C)n1cc(/C=C2/SC(=O)N(CC(=O)Nc3ccc4c(c3)OCO4)C2=O)c2ccccc21	0	-15	-5	x	-4	-4.9	8	1	3	-0.8
CC(=O)NCCC(=O)Nc1cc(S(=O)(=O)N2CCCCC2)ccc1Oc1ccccc1	-1	-7	3	1	x	-2.6	-3	11	-3	-0.2

An excerpt from above, reduced to dFosB act.
| Compound | dFosB act |
| --- | --- |
| COc1ccc(C(=O)c2c(C)oc3ccc(O)cc23)c(OC)c1 | -1 |
| c1ccc(CCN2CN=C(Nc3nc4ccccc4o3)NC2)cc1 | 7 |
| Fc1ccccc1Cc1nnc2n1N=C(c1ccc(Cl)cc1)CS2 | -1 |
| CCN(CC)S(=O)(=O)c1ccc(Cl)c(NC(=O)COC(=O)c2nc3nc(C)cc(C)n3n2)c1 | -13 |

The results go on:
SMILES	V-ATPase pHluor	MITF act	Tat export inh	Wnt act	CAL PDZ FP-1	CDK5 p35 inh	RTF Ca sens act	Rtt109 HAT inh	dFosB act	CAL PDZ FP-2
CCCc1c2c(cc3c(=O)cc(C(=O)OCC)oc13)CCCC2	3	-13	-5	1	8	1.0	4	4	-3	1.2
CCC1(CC)Cc2ccccc2-c2nc(NN)[nH]c(=O)c21	1	1	0	2	6	-0.4	-6	-1	-1	0.7
CCOc1ccccc1N(CC(=O)NC(C)(C)C)C(=O)c1ccc(CN2CCOCC2)o1	1	7	-13	x	-4	-1.2	7	10	-10	-2.3
CC(OC(=O)/C=C/c1ccccc1Cl)C(=O)NC1CCCCC1C (stereo unspecified)	-6	-11	-4	-2	1	0.8	4	x	0	-1.8
O=C1c2ccccc2NC(c2cccnc2)N1c1ccccc1F (stereo unspecified)	1	-6	-1	x	-4	x	-3	-2	1	-1.1
COc1cccc(NC(=S)N(Cc2ccc(Cl)cc2)Cc2ccc(C(=O)O)cc2)c1	0	-9	0	3	-8	0.4	4	24	-9	-0.3
CC(C)c1ccc(NC(=O)CSc2n[nH]c(=O)n2-c2cccnc2)cc1	3	-9	-6	-1	-5	-1.5	-1	0	3	-2.6
C=CCc1cccc(/C=N/n2cnnc2)c1O	-4	x	-18	x	0	2.9	6	20	-7	-0.5
O=C(Nc1n[nH]c(C(F)(F)F)n1)C1CC1	2	-9	7	-1	-4	1.2	11	-4	0	0.3
Cc1ccc(-c2ccc(/C=N/c3ncn[nH]3)o2)cc1Cl	-2	-4	-6	x	-2	-1.8	3	-9	1	-0.2
CN(C)c1ccc(N=Cc2nc(-c3ccccc3)oc2OC(=O)c2cccc(Cl)c2)cc1	3	58	1	x	0	-1.1	2	3	-3	-0.6
O=C(Nc1ccccc1-c1ccccc1)c1ccccc1Br	2	19	3	-1	-6	0.9	0	-3	-3	0.0
Cc1ccc(C(C)C)cc1S(=O)(=O)NCc1cccnc1	3	-7	6	x	-1	-0.2	7	-1	-7	-1.7
C#CCOCCOCCOCCNc1nc(N2CCN(C(=O)[C@H]([C@@H](C)CC)n3cc(CCCCN)nn3)CC2)nc(N2CCN(C(=O)[C@H](CCCCN)n3cc(CCC(=O)O)nn3)CC2)n1	0	-6	-2	-1	1	0.2	6	-7	-4	0.5
CCOc1ccccc1OC(=O)CN1C(=O)c2ccccc2C1=O	2	0	-4	-2	-5	-0.6	-11	4	1	x
O=C(CCNS(=O)(=O)c1ccc2[nH]c(=O)oc2c1)Nc1ccccc1	1	11	-4	-1	-3	-2.8	2	-3	0	-2.1
CCc1sc(C(=O)NCc2ccccc2)cc1C	4	14	4	3	-2	-0.3	-1	31	-2	-4.0
O=C(OCc1cc(=O)n2ccsc2n1)c1ccccc1O	0	u	-3	-1	-2	0.4	-8	-11	-3	-0.5
C=CCNC(=S)N/N=C/c1ccc(OCc2ccccc2)cc1	0	2	-8	5	51*	2.0	2	-13	0	x
COc1ccc(CCNc2c([N+](=O)[O-])c(=O)oc3ccccc23)cc1OC	-2	x	-5	x	-3	0.3	0	-1	1	-0.6
O=C1C2C3C=CC(C3=C(c3ccccc3)c3ccccc3)C2C(=O)N1Cc1ccccc1 (stereo unspecified)	-2	18	6	x	-3	0.6	7	-1	-19	0.3
O=C(Nc1ccc(Cl)cc1Cl)NC1CCCC1	2	11	-13	7	-3	0.5	1	5	-3	-2.0
CCc1cc2c(=O)n(Cc3ccco3)c(SCC(=O)N(C)C3CCS(=O)(=O)C3)nc2s1 (stereo unspecified)	2	-1	1	-2	-1	0.2	-6	5	-3	-2.4
CC1=CC(C)C2C(=O)N(O)C(=O)C2C1 (stereo unspecified)	2	-1	9	1	-3	-3.4	-6	-28	3	-3.7
CCC(C)[C@H](NC(=O)[C@H](Cc1ccccc1)n1c(=O)[nH]c2ccccc2c1=O)C(=O)N1CCC[C@@H]1C(=O)O (stereo partly specified)	5	-1	-7	-2	-3	0.4	13	4	-6	-1.5
COc1ccccc1N1CCN(/N=C/c2cccc(OC)c2OC)CC1	1	18	1	-1	-3	1.1	-2	6	0	0.2
O=C(COC(=O)COc1ccc(Br)cc1)NCc1ccc2c(c1)OCO2	2	6	-2	-2	-3	-1.8	-3	3	u	-0.5
CCC(CC)c1nnc(NC(=O)c2ccco2)s1	-1	5	-6	-1	x	-0.6	2	4	4	-0.1
CS(=O)(=O)N(CC(=O)NC1CCCCCC1)Cc1ccc(Cl)cc1	0	5	2	x	-3	-1.8	-1	-8	-8	-0.3
Cc1cccc(-c2noc(CCCC(=O)NC3CCCC3)n2)c1	0	-13	-1	-2	-5	0.9	2	-1	-8	-3.0

Single records (already shown). Order of screens: V-ATPase pHluor	MITF act	Tat export inh	Wnt act	CAL PDZ FP-1	CDK5 p35 inh	RTF Ca sens act	Rtt109 HAT inh	dFosB act	CAL PDZ FP-2
Entry for COc1ccccc1N1CCN(/N=C/c2cccc(OC)c2OC)CC1 : 1	18	1	-1	-3	1.1	-2	6	0	0.2
Entry for COc1ccc(CCNc2c([N+](=O)[O-])c(=O)oc3ccccc23)cc1OC : -2	x	-5	x	-3	0.3	0	-1	1	-0.6
Entry for O=C(OCc1cc(=O)n2ccsc2n1)c1ccccc1O : 0	u	-3	-1	-2	0.4	-8	-11	-3	-0.5
Entry for CC1=CC(C)C2C(=O)N(O)C(=O)C2C1 (stereo unspecified) : 2	-1	9	1	-3	-3.4	-6	-28	3	-3.7
Entry for CCC(CC)c1nnc(NC(=O)c2ccco2)s1 : -1	5	-6	-1	x	-0.6	2	4	4	-0.1

The list continues:
SMILES	V-ATPase pHluor	MITF act	Tat export inh	Wnt act	CAL PDZ FP-1	CDK5 p35 inh	RTF Ca sens act	Rtt109 HAT inh	dFosB act	CAL PDZ FP-2
COc1ccc(C(=O)C2CCCN(S(=O)(=O)C(C)C)C2)c(C)c1 (stereo unspecified)	-2	-3	6	-2	2	-0.3	4	-3	-5	0.0
CCC(C)NCCOCCSc1ccc(Cl)cc1 (stereo unspecified)	0	x	-2	x	-1	-0.2	1	4	1	0.1
O=C1CCCC2=C1C(c1ccsc1)CC(=O)N2c1ccccc1 (stereo unspecified)	-3	-2	-7	0	-5	2.8	-3	-1	0	-0.4
O=C(O)COCC(=O)N1CCN(C2c3ccccc3-c3ccccc32)CC1	-4	-4	3	1	-1	-1.1	-1	3	-3	0.0
Clc1ccc(CN2CCCCCC2)cc1Cl	2	-1	-5	1	0	-0.6	-8	-4	-4	x
O=C1CC(O)(C(F)(F)F)Oc2c1ccc1ccccc21 (stereo unspecified)	1	25	-6	1	-1	2.2	1	4	5	-0.5
COc1ccccc1NS(=O)(=O)c1cc(NC(=O)C(C)(C)C)ccc1N1CCOCC1	1	2	-6	-1	-4	0.5	-5	21	-8	-2.2
Cc1cc(O)c2c(c1)C(=O)c1cc(O)cc(O)c1C2=O	-1	17	-3	7	-2	-1.5	2	-6	-5	0.7
CN(CC(=O)N1CCN(c2ccccn2)CC1)S(=O)(=O)c1ccccc1	-1	32	9	x	5	-2.7	-2	6	-4	-1.0
CCOC(=O)[C@H]1[C@H]2COc3ccc(C)cc3[C@@H]2N2C(=O)CN(Cc3ccc(OC)cc3)C(=O)[C@@]12C	1	5	5	0	-7	1.4	4	3	1	-0.4
N#CCCN(C(=O)COC(=O)c1ccc(CNS(=O)(=O)c2ccc(F)c(Cl)c2)cc1)c1ccc(F)cc1	-3	10	-2	x	0	0.5	2	2	-11	-1.5
CCc1ccc(N2CC(C(=O)NCCC3=CCCCC3)CC2=O)cc1 (stereo unspecified)	-4	-9	2	0	-9	0.5	0	5	-11	-3.2
Cc1ccc(C)c(OC(=O)c2cccc(S(=O)(=O)N3CCN(C)CC3)c2)c1	-3	0	1	0	-3	0.3	7	-10	-8	-0.4
NC(=O)c1nsc(C(=O)N(c2ccccc2)C(C(=O)NC2CCCC2)c2ccncc2)c1N (stereo unspecified)	-2	-3	-7	1	-2	-2.2	12	-2	-5	-3.5
